Bioassay records from PubChem BioAssay.
Anthrax LF inh2 = Bacillus anthracis LF protease inhibitors, primary screen, biochemical, multiplex microsphere, MLPCN library; Lethal factor (Bacillus anthracis), P15917; multiplex microsphere protease cleavage assay; inhibition, % at 10 µM; actives 0.12% (n = 360,000); AID 588501, 2011; further: plate controls were buffer without enzyme for full effect and enzyme alone for no effect
TcdB GH inh = TcdB glycohydrolase inhibitors, primary screen, biochemical, single point, plate reader | inhibition, % at 9.99 µM | actives 0.24% (n = 350,000) | TcdB glycohydrolase enzymatic assay; in the data active means inhibition above about 10%
Target sequence (P18177 whole entry, looked up): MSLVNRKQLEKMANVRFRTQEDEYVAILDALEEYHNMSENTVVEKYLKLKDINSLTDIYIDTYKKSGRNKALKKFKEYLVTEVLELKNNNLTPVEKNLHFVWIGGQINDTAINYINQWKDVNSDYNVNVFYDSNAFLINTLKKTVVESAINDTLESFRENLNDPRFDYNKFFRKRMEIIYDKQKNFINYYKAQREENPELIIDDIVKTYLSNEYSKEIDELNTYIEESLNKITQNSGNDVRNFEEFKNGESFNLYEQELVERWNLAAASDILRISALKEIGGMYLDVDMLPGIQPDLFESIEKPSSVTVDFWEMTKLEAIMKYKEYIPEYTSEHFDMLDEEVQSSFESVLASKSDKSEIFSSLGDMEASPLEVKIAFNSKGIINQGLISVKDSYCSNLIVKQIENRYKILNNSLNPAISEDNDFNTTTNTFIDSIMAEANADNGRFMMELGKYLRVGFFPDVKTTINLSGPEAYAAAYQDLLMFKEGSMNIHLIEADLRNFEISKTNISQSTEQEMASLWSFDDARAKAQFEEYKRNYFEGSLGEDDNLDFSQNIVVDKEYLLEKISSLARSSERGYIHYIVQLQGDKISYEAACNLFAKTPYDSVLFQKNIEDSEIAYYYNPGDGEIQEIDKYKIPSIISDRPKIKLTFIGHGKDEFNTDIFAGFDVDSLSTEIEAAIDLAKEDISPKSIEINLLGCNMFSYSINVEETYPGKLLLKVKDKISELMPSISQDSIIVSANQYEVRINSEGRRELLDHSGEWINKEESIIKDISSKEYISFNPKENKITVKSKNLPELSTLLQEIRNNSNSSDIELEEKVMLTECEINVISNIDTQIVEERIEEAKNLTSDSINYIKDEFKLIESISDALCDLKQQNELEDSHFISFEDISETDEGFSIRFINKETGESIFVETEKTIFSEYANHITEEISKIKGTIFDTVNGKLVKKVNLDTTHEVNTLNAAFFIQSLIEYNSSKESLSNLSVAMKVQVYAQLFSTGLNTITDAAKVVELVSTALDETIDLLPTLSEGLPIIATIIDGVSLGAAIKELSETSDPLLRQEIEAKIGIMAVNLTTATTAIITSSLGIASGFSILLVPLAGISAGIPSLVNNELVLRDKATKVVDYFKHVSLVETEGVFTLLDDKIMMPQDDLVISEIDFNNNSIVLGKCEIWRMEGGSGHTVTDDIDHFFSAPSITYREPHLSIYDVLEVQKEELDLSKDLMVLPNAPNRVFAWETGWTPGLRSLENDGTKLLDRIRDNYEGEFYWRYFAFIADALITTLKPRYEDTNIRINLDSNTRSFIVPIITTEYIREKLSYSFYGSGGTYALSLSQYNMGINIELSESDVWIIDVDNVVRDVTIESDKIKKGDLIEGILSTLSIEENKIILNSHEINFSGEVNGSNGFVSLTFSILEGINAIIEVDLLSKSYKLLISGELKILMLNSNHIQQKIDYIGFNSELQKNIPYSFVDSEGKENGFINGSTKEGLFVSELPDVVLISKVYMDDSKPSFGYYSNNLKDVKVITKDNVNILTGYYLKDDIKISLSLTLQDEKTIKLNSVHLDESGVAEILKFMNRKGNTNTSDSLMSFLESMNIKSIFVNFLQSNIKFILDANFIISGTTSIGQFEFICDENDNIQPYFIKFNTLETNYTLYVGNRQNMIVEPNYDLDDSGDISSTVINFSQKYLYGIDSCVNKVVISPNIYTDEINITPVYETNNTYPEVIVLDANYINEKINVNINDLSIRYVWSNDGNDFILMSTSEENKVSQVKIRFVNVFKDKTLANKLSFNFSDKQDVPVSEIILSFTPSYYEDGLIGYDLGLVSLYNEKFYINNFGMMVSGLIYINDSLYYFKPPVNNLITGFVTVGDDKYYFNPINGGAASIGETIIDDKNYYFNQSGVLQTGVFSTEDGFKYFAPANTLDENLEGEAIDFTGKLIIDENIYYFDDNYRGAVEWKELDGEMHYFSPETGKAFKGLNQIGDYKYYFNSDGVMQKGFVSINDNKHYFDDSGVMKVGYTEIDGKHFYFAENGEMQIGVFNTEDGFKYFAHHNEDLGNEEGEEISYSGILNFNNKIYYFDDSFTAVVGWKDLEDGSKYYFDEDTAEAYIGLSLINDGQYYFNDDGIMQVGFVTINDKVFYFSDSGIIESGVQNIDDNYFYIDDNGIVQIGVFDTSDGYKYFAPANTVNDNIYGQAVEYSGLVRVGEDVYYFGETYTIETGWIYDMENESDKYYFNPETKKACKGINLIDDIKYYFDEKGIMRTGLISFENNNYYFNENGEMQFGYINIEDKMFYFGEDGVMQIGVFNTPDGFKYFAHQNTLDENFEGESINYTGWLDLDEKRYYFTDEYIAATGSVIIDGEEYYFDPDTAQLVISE
PrPC TRFRET = inhibitors of human cell surface prion protein PrPC, primary screen, cell-based, TR-FRET; Major prion protein (Homo sapiens), P04156; TR-FRET read-out; inhibition, % at 13.8 µM; actives 0.43% (n = 370,000); AID 720596, 2013; in the data active means inhibition above about 24%; further: 0% = median of the test wells and 100% = reference compound wells
PfHsp40 yeast = rescue of yeast from PfHsp40 toxicity, primary screen, S. cerevisiae, ATP luminescence; S. cerevisiae expressing PfHsp40, growth rescue; growth rescue, % at 12.5 µM; actives 0.68% (n = 340,000); AID 504582, 2011; in the data active means growth rescue above about 28%, passing the limit was not always enough; inconclusive means no clear call, values can overlap the other calls;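 further: yeast W303a lacking pdr1 and pdr3 grown in galactose medium; growth measured after three days at 30 °C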
BoNT A protease = BoNT/A light chain protease inhibitors, primary screen, biochemical, flow cytometry, MLPCN library. Botulinum neurotoxin type A light chain protease (Clostridium botulinum A str. ATCC 3502). multiplex microsphere protease substrate cleavage. inhibition, % at 10 µM. actives 0.17% (n = 360,000). AID 588499, 2011; further: plate controls were buffer without enzyme for full effect and enzyme alone for no effect
CCHFV vOTU inh = CCHFV vOTU protease inhibitors, primary screen, biochemical, Pep-AMC substrate, fluorescence; inhibition, % at 11.5 µM; actives 0.55% (n = 370,000); in the data active means inhibition above about 30%; further: 0% = vehicle wells with enzyme and 100% = no enzyme wells
FadD28 FP inh = inhibitors of FadD28 bisubstrate probe binding, primary screen, biochemical, fluorescence polarization, single point; Mycobacterium tuberculosis FadD28 fatty-acid-AMP ligase; actives 0.22% (n = 360,000); inhibition, % at 12.5 µM; in the data active means inhibition above about 8.5%, passing the limit was not always enough; inconclusive means no clear call, values can overlap the other calls
Y pestis TopoI = Yersinia pestis topoisomerase I inhibitors, primary screen, biochemical, cleavage product accumulation, plate reader, single point; activity, % at 10 µM; actives 0.064% (n = 360,000); Y. pestis Topo-I cleavage product accumulation; DNA topoisomerase I (Yersinia pestis CO92); in the data active means activity above about 50%, passing the limit was not always enough; inconclusive means no clear call, values can overlap the other calls; further: inactives centre near 2
BoNT F protease = BoNT/F light chain protease inhibitors, primary screen, biochemical, flow cytometry, MLPCN library | Botulinum neurotoxin type F light chain protease (Clostridium botulinum) | Multiplex microsphere protease cleavage assay | inhibition, % at 10 µM | actives 0.22% (n = 360,000) | AID 588497, 2011; in the data active means inhibition above about 35%, passing the limit was not always enough; inconclusive means no clear call, values can overlap the other calls; further: plate controls were buffer without enzyme for full effect and enzyme alone for no effect
Numbers without * were called inactive; ? = inconclusive; nt = not tested or not shown. Unless noted, no stated cut-off is given here; in the data, active means inhibition above about 30%; inconclusive means no clear call, values can overlap the other calls; inactive means below that. Compounds as they come. About 2.3% of those tested had a hit in this group.

SMILES | Anthrax LF inh2 | TcdB GH inh | PrPC TRFRET | PfHsp40 yeast | BoNT A protease | CCHFV vOTU inh | FadD28 FP inh | Y pestis TopoI | BoNT F protease
CCc1cc(=O)oc2c3c(cc(OCC(=O)NCc4ccccn4)c12)OC(C)(C)CC3 | 3.1 | 1.4 | 13.5 | 3.3 | 0.2 | -147.5 | -1.4 | 24.8 | -7.8
CN(C)Cc1nnnn1-c1ccccc1 | -4.7 | 2.0 | -2.0 | -2.2 | 0.1 | -8.5 | -0.5 | 4.8 | -4.8
O=C(NNc1cccc(Cl)c1)c1cccnc1Oc1ccccc1 | -6.4 | -2.2 | 19.8 | -1.5 | 0.6 | -5.4 | -4.5 | -0.6 | 0.9
COC(=O)c1ccccc1NC(=O)C1CC=CCC1C(=O)O (configuration not stated) | 1.1 | nt | 2.1 | -0.8 | 1.1 | 13.1 | -1.0 | -11.0 | 5.0
CCCCn1c(O)c(C(CC)=NCCCn2ccnc2)c(=O)[nH]c1=O | 4.2 | 0.3 | -1.7 | nt | -0.1 | -8.3 | -3.3 | -3.0 | 2.3
O=C(Nc1ccccn1)c1ccc(NC(=O)c2ccco2)cc1 | -12.3 | nt | 0.5 | 0.4 | -6.1 | 4.3 | -0.8 | -8.6 | -79.3
COc1cc(CNc2ncnc3c2ncn3[C@H]2CN(Cc3cccc4ccccc34)C[C@@H](CO)O2)cc(OC)c1OC | -3.2 | 0.8 | -6.0 | nt | 0.3 | 5.0 | 0.0 | 13.6 | -0.8
Nc1ccc(S(=O)(=O)NNC(=O)C(=O)NNc2ccccn2)cc1 | 6.9 | 0.3 | 7.4 | -1.1 | -0.5 | 1.3 | -2.0 | 5.2 | -0.2
O=[N+]([O-])c1ccc(N2CCN(c3ccc(O)cc3)CC2)cn1 | -3.1 | 0.2 | -16.9 | 2.2 | -0.1 | 15.8 | -0.5 | 4.7 | -12.2
Nc1ccc(S(=O)(=O)N2CCCc3ccccc32)cc1 | -4.8 | 1.0 | 7.7 | -0.8 | -0.6 | 17.2 | -2.7 | 3.2 | -7.0
O=C(CNC(=O)Cc1ccc(Cl)cc1)NCC(=O)N1CCCCC1 | -1.5 | -0.7 | 1.1 | -1.2 | -0.9 | 1.8 | -4.4 | 9.3 | -4.4
CC(OC(=O)CNC(=O)c1sc2ccccc2c1Cl)C(=O)NC1(C#N)CCCCC1 (configuration not stated) | -1.6 | -1.0 | 10.7 | 1.3 | 0.4 | 2.0 | -0.7 | 16.2 | -6.0
COc1cc(CNCCO)cc(Br)c1OCc1cccs1 | 0.1 | nt | 3.2 | -0.6 | 0.2 | 8.3 | -0.7 | -10.2 | -8.3
CC1(C)CC(=O)N(CC(=O)O)c2ccccc2S1 | -6.1 | nt | -1.8 | 0.6 | ? | 10.6 | 0.9 | 4.5 | 2.0
CN(CCO)C(=O)CCC(=O)Nc1ccc(S(N)(=O)=O)cc1 | -5.8 | 0.3 | 0.2 | -0.8 | -3.4 | 1.9 | -0.2 | 4.8 | -5.2
COc1ccc(/C=C2\CCOC2=O)cc1 | -0.1 | nt | -6.3 | 0.6 | 0.8 | -0.6 | -2.0 | 4.4 | 4.6
COc1cc(N2C(=O)CSC2=S)cc(OC)c1OC | -20.0 | 2.0 | 1.3 | 2.0 | -0.4 | -4.1 | -2.9 | 0.8 | -7.9
CN1CCc2c(sc3c2C(=O)NC(c2ccccc2)N3)C1 (configuration not stated) | -7.9 | nt | -7.7 | 0.5 | 11.0 | -18.8 | -2.2 | -0.5 | -58.5
O=C(Nc1ccc(N2CCCCCC2)cc1)c1cccc(S(=O)(=O)N2CCOCC2)c1 | -8.5 | -0.1 | 22.7 | 1.5 | 4.2 | 0.0 | 2.7 | 9.3 | -11.5
CCOC(=O)Oc1ccc2c(=O)c(Oc3cc(C)cc(C)c3)coc2c1 | -1.2 | nt | -0.2 | 1.4 | ? | -13.0 | -3.8 | 28.8 | 1.7
OCCC1CN(Cc2cccc3c2OCO3)CCN1C1CCCCC1 (configuration not stated) | 1.2 | 0.2 | -7.3 | -0.8 | 0.6 | 3.8 | -2.3 | -0.2 | 5.2
CCC(=NCCc1ccc(OC)c(OC)c1)c1ccccc1O | -1.7 | 1.0 | 4.7 | 0.6 | -0.9 | -5.6 | -1.5 | -0.6 | -4.0
O=C(CCc1[nH]c2ccccc2c1Sc1ccccc1)NCCO | 1.3 | nt | 0.4 | 0.8 | -1.0 | 5.4 | 1.4 | -5.9 | -9.2
COc1ccc(COc2ccc(S(=O)(=O)N3CCCC3)cc2C(N)=O)cc1F | -11.0 | 1.2 | -5.2 | 2.1 | 1.0 | 6.6 | -1.1 | 23.3 | -16.6

Random excerpt: 3 records from the list
SMILES | Anthrax LF inh2 | TcdB GH inh | PrPC TRFRET | PfHsp40 yeast | BoNT A protease | CCHFV vOTU inh | FadD28 FP inh | Y pestis TopoI | BoNT F protease
Nc1ccc(S(=O)(=O)NNC(=O)C(=O)NNc2ccccn2)cc1 | 6.9 | 0.3 | 7.4 | -1.1 | -0.5 | 1.3 | -2.0 | 5.2 | -0.2
CCCCn1c(O)c(C(CC)=NCCCn2ccnc2)c(=O)[nH]c1=O | 4.2 | 0.3 | -1.7 | nt | -0.1 | -8.3 | -3.3 | -3.0 | 2.3
CCOC(=O)Oc1ccc2c(=O)c(Oc3cc(C)cc(C)c3)coc2c1 | -1.2 | nt | -0.2 | 1.4 | ? | -13.0 | -3.8 | 28.8 | 1.7

(list continues)
SMILES | Anthrax LF inh2 | TcdB GH inh | PrPC TRFRET | PfHsp40 yeast | BoNT A protease | CCHFV vOTU inh | FadD28 FP inh | Y pestis TopoI | BoNT F protease
CC(C)(C)NC(=O)NC(=O)COC(=O)COc1ccc2c(c1)CCC2 | -5.1 | nt | 4.6 | 1.5 | -1.3 | 8.9 | -3.3 | 15.2 | -6.8
CCN(CC)CCCNc1nc2cc(OC)c(OC)cc2c2nc(-c3ccccc3)nn12 | -0.9 | nt | -15.0 | -0.1 | -0.7 | -22.9 | -2.2 | -6.2 | 4.8
NC(=O)C1(N2CCCCC2)CCN(C(=O)c2ccc(C#CC3(O)CCCCC3)cc2)CC1 | 1.4 | nt | -1.5 | 0.0 | 0.3 | 7.3 | -4.3 | 25.1 | 13.9
COc1ccc(-c2nnc(SCC(=O)Nc3ccccc3OC)o2)cc1 | -4.0 | 2.8 | 1.0 | 7.5 | 0.5 | -14.6 | 0.2 | 24.7 | 0.8
CC1CC(=O)N(CC(=O)Nc2cccc(F)c2)c2ccccc2S1(=O)=O (configuration not stated) | -1.3 | -1.0 | 2.9 | -1.0 | 1.0 | 3.7 | -0.7 | -5.4 | -1.2
O=C(COc1cccnc1[N+](=O)[O-])Nc1ncc(Cl)cc1Cl | -7.8 | 0.3 | 8.4 | -0.9 | 3.0 | 8.8 | -0.6 | -3.5 | -10.4
COC(=O)c1cnc2c(C(F)(F)F)cccc2c1OC | -1.6 | nt | 0.5 | -0.1 | -0.4 | 13.8 | 0.4 | 0.0 | 4.1
CN(CC(=O)Nc1ccccc1C(F)(F)F)C(=O)c1cccc(-n2cccc2)c1 | -4.2 | 1.0 | -2.5 | 0.5 | -2.3 | 8.6 | -0.3 | -2.4 | 2.3
O=C(NCc1ccc(F)cc1)C1CCN(S(=O)(=O)c2cccc3nonc23)CC1 | -0.9 | 0.4 | -12.4 | 1.2 | 0.8 | 15.2 | -3.6 | 0.9 | 5.6
CCc1noc(C)c1C(=O)N1CCN(S(=O)(=O)c2ccc(Cl)s2)CC1 | 2.0 | -0.4 | 7.2 | 0.1 | 0.8 | -0.6 | 0.0 | -4.0 | 15.9
CCCOc1ccc(C(=O)Nc2ccc(NC(=O)c3cccs3)cc2)cc1 | 1.0 | 1.0 | 2.0 | 0.2 | 1.3 | 0.3 | -0.7 | 3.0 | 3.6
Cc1ccccc1OCCn1c(=S)[nH]c2c(N)ncnc21 | 3.7 | 1.5 | -0.8 | -0.2 | 0.1 | 2.4 | 0.1 | -2.7 | 5.7
Cn1cc(/C=C(\NC(=O)c2ccccc2)C(=O)N2CCOCC2)c2ccccc21 | -2.4 | -0.6 | 0.6 | 1.4 | 1.5 | 18.9 | -2.8 | 4.3 | 8.0
O=[N+]([O-])c1cc(S(=O)(=O)N2CCCC2)ccc1O | -0.8 | nt | -11.8 | -0.2 | -0.4 | 4.0 | -1.9 | 4.0 | -4.0
COC(=O)Cn1cnc2scc(-c3ccc(C)c(C)c3)c2c1=O | -5.3 | 0.0 | -4.3 | 150.6* | 2.2 | 5.9 | -5.5 | 1.8 | -7.0
CCOc1ccc(C(O)C(CN2CCOCC2)c2ccccc2)cc1 (configuration not stated) | -0.9 | nt | 7.2 | 0.1 | -1.1 | 8.6 | -2.2 | 1.0 | -0.5
C[C@H](NC(=O)c1ncn2c1C(=O)N(C)CC2)C(=O)OC(C)(C)C | -1.0 | -0.8 | 4.8 | nt | -0.3 | -8.2 | -4.7 | 3.3 | -3.7
Cc1cc(OC(C)C(=O)NCCCN2CCOCC2)c2c(C)c(C)c(=O)oc2c1 (configuration not stated) | -3.2 | -1.8 | -4.4 | 0.5 | -0.5 | -8.5 | -0.6 | 3.2 | -5.6
COc1ccc(S(=O)(=O)N2CCCN(CC(=O)C(C)(C)C)CC2)cc1 | 0.0 | nt | -2.2 | ? | 0.5 | 16.3 | -0.9 | 0.5 | -0.3
CCOC(=O)c1cc2c(ccn2-c2ccc(F)cc2)n1CC(=O)N1CCN(C(=O)c2ccco2)CC1 | -0.4 | nt | 3.5 | 0.3 | 0.1 | 2.0 | -4.1 | -4.7 | -7.7
NC(=O)C1CCN(C(=O)CCn2c(=O)oc3ccccc32)CC1 | 5.8 | 0.4 | 8.6 | 1.0 | 0.4 | -0.2 | -0.5 | 5.0 | -1.0
CCOc1ccc(S(=O)(=O)N2CN3CCN(C3)C2)cc1 | 7.8 | 1.0 | -2.6 | -0.2 | -1.7 | 7.9 | -4.6 | -0.6 | -14.2
COc1ccccc1N1CCN(CCCCN2C(=O)C3CCCN3C2=O)CC1 (configuration not stated) | 2.0 | -0.8 | -6.4 | -1.5 | 0.2 | 1.8 | 0.5 | -4.5 | -15.2
Cc1occc1C(=O)N/N=C/c1ccc(Br)s1 | 0.8 | 1.4 | -6.8 | 1.3 | -0.1 | 14.5 | -4.4 | 7.0 | -4.3
CCOC(=O)Cn1c(=O)c2c(nc3n2CCCCN3c2ccc(C)cc2)n(C)c1=O | -8.0 | nt | 0.9 | -0.6 | -0.2 | -5.4 | 0.0 | 10.7 | -4.2
Cc1nc(-c2ccc(F)cc2)c(CC(=O)N(C)CC(=O)Nc2ccccc2C(F)(F)F)s1 | -0.7 | -0.3 | -0.1 | 0.4 | 0.9 | -5.5 | 2.1 | 4.6 | 3.8
CC(C)CCNC(=O)c1cc(-c2ccncc2)nc2ccc(S(=O)(=O)N3CCOCC3)cc12 | -1.3 | nt | 1.6 | -0.8 | 1.1 | -11.3 | 0.5 | 0.7 | 7.7
CC(=O)c1sc(NC(=O)CCN2C(=O)c3ccccc3C2=O)nc1C | 0.4 | 1.2 | 0.7 | -0.6 | -0.2 | 11.7 | -1.5 | -4.7 | -7.9
CC(=O)NCCOc1cccc(OCCNC(C)=O)c1 | -0.9 | nt | 0.3 | 0.1 | 0.9 | -5.3 | -1.1 | -2.6 | 16.8
Cc1cc(C)nc(SCC(=O)Nc2nonc2N)n1 | -1.7 | 1.7 | 3.1 | 0.3 | 0.4 | 16.7 | -3.4 | 3.1 | 4.7
CC1=NN(C(=O)Cc2ccccc2)C(O)(c2ccccc2)C1 (configuration not stated) | 0.6 | 0.5 | 4.3 | 0.2 | -2.2 | 2.5 | 0.4 | -7.6 | -10.2
C(=N\c1nc2ccccc2[nH]1)/c1cccs1 | -2.2 | 0.8 | 9.2 | 0.1 | ? | -3.4 | -3.5 | -9.6 | -2.4
